# Assay outcomes: PubChem BioAssay, several laboratories
# Mot1-301 SUMO – yeast Mot1-301 growth rescue at high temperature, primary screen, SUMOylation pathway inhibitor project, S. cerevisiae, ATP luminescence, 38.5C. S. cerevisiae Mot1-301 growth rescue; percent above DMSO median, 100 means doubled. growth rescue, % at 18.8 µM. 320,000 tested, 1% active;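 active means every valid replicate shows activation above 250% relative to neutral control wells; inactive means the rest, any valid replicate at or below 250%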;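 further: OY570 slx delta 5 strain wells were the positive control but not used for scaling; some compounds called inactive have numbers as strong as hits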
# Tat export inh – E. coli Tat export inhibitors, primary screen, MC4100, TorA-mCherry reporter, fluorescence, single point; 340,000 tested, 0.036% active; inhibition, % at 10 µM;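 active means mean replicate inhibition at least 50% and at least half of replicates individually reaching 50%; inconclusive means only one of the two criteria met; inactive means neither criterion met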;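 further: exported cargo escapes ClpAP degradation while cytoplasmic cargo is degraded and loses fluorescence; 0% = median of neutral control wells and 100% = median of NaSCN control wells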
# PKA-R2B act – activators of PKA-R2B holoenzyme, primary screen, biochemical, fluorescence polarization, Cy5-IP20, human; activation, % at 11.4 µM; PKA-R2B holoenzyme dissociation; R2B truncated from residue 108, S112A mutant; 0% DMSO only, 100% 113 µM cGMP; cAMP-dependent protein kinase catalytic subunit beta (Homo sapiens) + cAMP-dependent …; 340,000 tested, 0.079% active;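 active means activation above a cutoff set at the mean over all compounds plus 3 SD, cut at about 18% in these data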;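 further: higher means more holoenzyme dissociation and a rise in polarization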
# AddAB inh – growth inhibition of E. coli expressing H. pylori AddAB, primary screen, AddAB inhibitor project, absorbance | 330,000 tested, 0.29% active | inhibition, % at 11.9 µM; in the data active means inhibition above about 12%;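 further: 0% = vehicle wells of infected cells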
# Ecoli viability – E. coli V3065 growth inhibition, primary screen, counter-screen for AddAB inhibitor project, absorbance, OD600; 18 h; inhibition, % at 11.9 µM; 330,000 tested, 0.27% active;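 active means inhibition above the campaign's mean inhibition across all tested compounds plus 3 SD, cut at about 9.9% in these data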;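 further: uninfected addAB+ strain grown without phage in ampicillin broth; 0% = DMSO wells and 100% = ciprofloxacin 0.95 µg/ml wells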
# HTR5A inv ag – HTR5A inverse agonists in luminescence cell assay, primary screen, counter-screen for OPRM1-OPRD1 heterodimer inverse agonist project, full-deck HTS; 5-hydroxytryptamine receptor 5A (Homo sapiens), P47898; HTR5A cell line, inverse agonism; inhibition, % at 9.3 µM; 340,000 tested, 0.083% active; in the data active means inhibition mostly above about 23%, no sharp cut-off; inactive means mostly below about 18%;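 further: 0% = cells with DMSO and 100% = no-cell wells with DMSO; some compounds called inactive have numbers as strong as hits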
# Target sequence (P47898 whole entry, looked up): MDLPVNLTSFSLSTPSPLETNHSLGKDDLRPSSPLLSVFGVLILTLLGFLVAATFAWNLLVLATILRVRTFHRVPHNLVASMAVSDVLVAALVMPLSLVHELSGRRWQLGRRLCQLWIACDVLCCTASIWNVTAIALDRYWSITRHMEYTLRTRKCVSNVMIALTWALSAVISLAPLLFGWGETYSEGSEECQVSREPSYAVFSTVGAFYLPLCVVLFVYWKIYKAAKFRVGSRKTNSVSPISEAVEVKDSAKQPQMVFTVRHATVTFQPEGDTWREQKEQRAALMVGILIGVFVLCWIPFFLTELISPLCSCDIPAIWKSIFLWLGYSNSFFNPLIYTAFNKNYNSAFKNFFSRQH
# CDK5 p35 inh – inhibitors of human CDK5/p35 kinase, primary screen, biochemical, single concentration; Recombinant CDK5/p35, ADP-Glo luminescence, 60 min; inhibition, % at 10 µM; 330,000 tested, 0.01% active;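 active means highest replicate inhibition of at least 50% and at least 75% of replicates reaching 50%; inconclusive means only one of the two criteria met; inactive means both criteria failed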;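 further: plate controls were DMSO neutral control for no effect and GW8510 at 10 µM for full effect; many of its hits are not listed in these tables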
# Target sequence (Q00535 whole entry, looked up): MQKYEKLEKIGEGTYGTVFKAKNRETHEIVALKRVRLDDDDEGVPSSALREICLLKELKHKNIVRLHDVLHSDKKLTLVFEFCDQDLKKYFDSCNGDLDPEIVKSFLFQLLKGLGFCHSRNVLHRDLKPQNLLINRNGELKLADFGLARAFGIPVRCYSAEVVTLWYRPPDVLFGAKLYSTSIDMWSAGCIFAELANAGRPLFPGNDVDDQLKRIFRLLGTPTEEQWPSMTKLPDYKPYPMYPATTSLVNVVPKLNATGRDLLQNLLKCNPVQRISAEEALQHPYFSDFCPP
# Target sequence (Q15078 whole entry, looked up): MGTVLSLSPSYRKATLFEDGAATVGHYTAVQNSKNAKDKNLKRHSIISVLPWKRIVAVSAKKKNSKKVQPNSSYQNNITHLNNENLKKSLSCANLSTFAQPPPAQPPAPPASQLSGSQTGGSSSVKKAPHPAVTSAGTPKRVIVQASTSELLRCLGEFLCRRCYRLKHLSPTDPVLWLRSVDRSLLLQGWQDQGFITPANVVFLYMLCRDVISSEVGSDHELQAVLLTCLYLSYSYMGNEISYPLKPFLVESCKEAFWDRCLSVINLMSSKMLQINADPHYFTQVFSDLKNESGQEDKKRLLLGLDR
# phage Ecoli inh – growth loss of phage-infected E. coli, primary screen, RecBCD inhibitor project, absorbance, with phage, HTS | 360,000 tested, 0.26% active | inhibition, % at 11.9 µM; in the data active means inhibition above about 11%
# PKA-R1A act – activators of PKA-R1A holoenzyme, primary screen, biochemical, fluorescence polarization, Cy5-IP20, bovine R1A, mouse PKAc; cAMP-dependent protein kinase type I-alpha regulatory subunit (Bos taurus) + …; PKA-R1A dissociation; scaled: DMSO 0%, 113 µM cGMP 100%; activation, % at 11.4 µM; 340,000 tested, 0.083% active; AID 504707, 2011;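 active means percent activation above the mean of all tested compounds plus 3 SD, cut at about 19% in these data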;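 further: higher means more PKAc released from R1A so a rise in polarization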
# HTR5A ag ctr – HTR5A agonists in luminescence cell assay, primary screen, counter-screen for OPRM1-OPRD1 heterodimer agonist project, full-deck HTS; activation, % at 9.3 µM; AID 504692, 2011; 340,000 tested, 0.61% active; cell-based; in the data active means activation mostly above about 9.5%, no sharp cut-off; inactive means mostly below about 7.6%;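 further: 0% = cells with vehicle only and 100% = reference agonist; strong numbers were not always called active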
# DAGLB inhibitor – DAGLB lipase inhibitors, primary screen, biochemical, fluorescence, HTS; inhibition, % at 5.17 µM; HEK293T DAGLB membrane lysate, EnzChek fluorogenic substrate; Diacylglycerol lipase-beta (Homo sapiens), Q8NCG7; 340,000 tested, 0.059% active; in the data active means inhibition above about 34%;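 further: 0% = enzyme with vehicle and 100% = wells lacking enzyme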
# * hit, by the source's call; ? = inconclusive; · = not tested or not shown. Compounds were not picked by outcome; any-hit rate near 2.3%.
SMILES,Mot1-301 SUMO,Tat export inh,PKA-R2B act,AddAB inh,Ecoli viability,HTR5A inv ag,CDK5 p35 inh,phage Ecoli inh,PKA-R1A act,HTR5A ag ctr,DAGLB inhibitor
CN(C)S(=O)(=O)c1ccc(SCC(=O)N2CC(=O)Nc3ccccc32)nc1,-21.0,-4.6,6.2,0.9,3.5,8.9,0.9,1.1,-8.1,-3.7,0.9
COc1ccc(/C=C2\SC(c3ccc(C)cc3)=NC2=O)cc1OC,2.6,15.4,-3.9,0.6,0.2,-4.3,1.7,-0.9,-5.5,1.9,-5.8
COc1ccc(-c2c(C#N)c(N)nc(Sc3ccc(Cl)cc3)c2C#N)cc1,120.9,-2.6,-10.6,2.1,-0.6,14.4,0.6,-0.1,-11.2,-3.7,-1.4
CN(CCCC1CCCC1)C(=O)CC1C(=O)NCCN1Cc1cccc(F)c1F (stereo not drawn),-18.7,2.8,5.0,1.2,1.6,3.0,0.5,-0.7,5.4,2.0,1.2
CCOC(=O)Nc1ccc2c(c1)N(C(=O)CN1CCN(C)CC1)c1ccccc1CC2,8.4,-2.2,-8.6,-2.0,-2.5,-15.4,-0.3,3.3,2.8,5.6,-0.1
O=S(=O)(Nc1ccc(Br)cc1)c1cccc2nonc12,-0.8,0.8,16.3,2.1,3.1,-11.5,-0.9,2.6,8.3,3.1,5.5
Cc1ccsc1CN(C)C(=O)CN1C(=O)NC(c2ccccc2)(c2ccccc2)C1=O,-1.3,0.4,6.2,0.3,-1.1,15.7,0.3,1.5,5.2,-6.2,1.3
CN(CCCCCC(=O)/C=N/O)Cc1ccccc1,1.5,-0.9,-12.4,3.8,2.6,4.7,0.0,2.8,1.6,7.2,-1.0
O=C(Cc1n[nH]c(=O)c2ccccc12)N1CCN(S(=O)(=O)c2ccc(F)c(Cl)c2)CC1,-7.0,-3.3,0.0,-2.5,-1.7,-2.4,1.5,4.4,-1.1,0.6,1.4
COc1cccc(C(=O)c2cc3cc(Cl)ccc3[nH]2)c1,14.2,-2.5,-7.1,-0.9,2.3,-10.2,0.1,0.1,-8.5,2.7,-7.0
C=CCNC(=S)NNC(=O)Cn1c(-c2ccccc2)cc(=O)n2ncnc12,-8.4,-0.7,-14.3,2.7,-1.0,-4.7,0.1,0.5,-6.9,1.8,0.9
O=C(CN1CCN(Cc2ccc(Cl)cc2)CC1)N/N=C/c1c[nH]c2ccccc12,-4.6,?,-7.1,1.1,0.0,10.0,-0.8,3.3,5.8,0.9,2.9
Cc1ccc(N2C(=O)[C@@H]3C(C(=O)C(c4ccccc4)c4ccccc4)=NN[C@@H]3C2=O)cc1,27.0,-1.5,-9.6,2.0,0.5,27.5,-1.2,1.5,3.6,-2.1,-17.1
CC(c1nccs1)N(C)c1nc2nonc2nc1N(C)C (stereo not drawn),1.1,-2.5,-12.5,-0.8,-2.9,-3.0,-0.2,3.5,4.8,1.0,-1.8
Clc1cccc2c1Sc1ccccc1CC2N1CCNCC1 (stereo not drawn),19.4,8.8,-0.2,3.4,1.2,0.1,3.3,3.4,-4.5,5.1,-0.4
Cc1ccc2[nH]c(=O)c(CN(CCO)C(=O)N(C)C)cc2c1,0.6,-3.9,3.3,0.7,0.7,-10.9,-0.8,3.2,0.3,-0.9,-0.2
Cc1nnnn1/C(=C\c1ccccc1)C(=O)OCC(=O)Nc1ccc(Cl)cc1F,-19.2,7.1,-2.8,1.5,1.9,-20.8,0.4,3.5,6.3,8.3,-3.3
COCCSc1nnc(NC(=O)COC)s1,-2.1,-5.8,-2.8,1.7,-0.3,13.3,0.6,1.3,-6.7,-0.2,-0.6
Cc1c(Cl)c([N+](=O)[O-])nn1CC(=O)NCC1CCCO1 (stereo not drawn),6.7,-7.3,-11.7,4.3,-0.4,-47.3,-0.6,2.1,-4.4,1.8,0.8
c1ccc(CSc2nnc(-c3ccco3)n2Cc2ccco2)cc1,-3.2,6.1,3.8,2.2,-3.0,21.8,1.7,3.3,-12.2,-0.3,-0.1
Nc1c2c(nc3ccc(Br)cc13)N(c1ccccc1)CC2,3.9,-0.5,-0.7,-0.4,-1.1,0.6,-1.6,-0.8,-1.7,-5.2,6.7
CC1CC(CC(C)C(=O)NC(=S)Nc2ccc(S(N)(=O)=O)cc2)C(=O)O1 (stereo not drawn),77.9,-3.0,·,1.4,-0.8,·,-0.3,1.6,·,·,·
CC(NC(=O)Cn1nc(C(=O)O)c2ccccc2c1=O)c1ccccc1 (stereo not drawn),17.9,-8.3,2.2,1.6,1.3,28.1,-0.8,1.7,-6.4,2.1,-2.9
COc1ccc2ncc(S(=O)(=O)c3ccccc3)c(N3CCC4(CC3)OCCO4)c2c1,49.5,-9.7,-16.2,0.5,-2.8,7.2,2.2,3.2,5.2,2.4,-1.2
O=S(=O)(c1ccccc1Cl)N1CCCC1c1nc(-c2ccccc2Cl)no1 (stereo not drawn),·,5.1,3.2,3.3,0.7,-12.2,1.4,1.2,-6.3,11.4,-4.8
Cc1cc(C)cc(NC(=S)N2CCC(c3nc4ccccc4s3)CC2)c1,32.4,0.7,-27.2,-0.8,0.1,7.2,-0.9,2.5,-15.2,3.5,-3.9
CCOC(=O)COc1ccc(/C=C2/SC(=Nc3ccccc3)N(Cc3cccnc3)C2=O)cc1OC,10.2,6.7,4.3,-1.1,-1.3,-30.8,1.8,1.8,-3.7,11.2,-3.2
O=C(Nc1cccc(S(=O)(=O)Nc2ccc(Cl)cc2)c1)c1ccccn1,7.7,0.1,-4.7,3.4,0.9,-8.8,-1.1,-5.9,-13.9,1.9,-1.8
COc1ccc([N+](=O)[O-])c(S(=O)(=O)c2ccc(Cl)cc2)n1,67.6,1.1,-4.8,4.2,3.5,-13.5,-3.7,-0.2,-0.3,0.5,-11.2
O=C1SC(SCc2ccccc2Cl)=N/C1=C\c1ccc(C(=O)O)cc1,-15.8,5.0,6.1,-0.2,1.5,-16.9,-1.9,5.0,-0.7,0.6,-0.5
CC(=O)N/C(=N/c1nc(C)cc(C)n1)Nc1ccc(C)cc1C,67.3,5.6,-3.7,-0.8,0.5,-3.3,2.0,-0.5,-8.4,0.8,-4.1
O=C(Nc1cccc(F)c1)c1cccc2c1C(=O)N(C1CCCCC1)C2,123.7,-3.8,-5.2,0.5,0.4,19.7,0.2,0.0,-4.5,-0.1,-1.0
O=C(COC(=O)c1cccs1)Nc1ccccc1Cl,89.7,5.0,-17.3,2.0,-1.1,-7.3,0.0,2.0,-0.6,2.6,0.2
CC(C)(C)n1cnnc1Sc1ccc([N+](=O)[O-])cn1,-14.0,6.1,0.4,0.1,-1.5,1.4,-0.5,1.6,12.8,6.9,-1.6
O=C(NNC(=O)C(c1ccccc1)c1ccccc1)c1ccccn1,-21.2,2.9,-5.5,-7.0,-7.2,4.5,-3.8,-1.5,7.0,-1.6,13.2
O=C(CSc1nc2ccccc2n1CC(=O)NCc1ccccc1)NCc1ccco1,37.9,5.3,-8.1,0.8,-1.9,·,-1.1,2.1,-6.9,·,-0.2
CN(Cc1c(F)cccc1Cl)C(=O)CNC(=O)c1cccs1,35.3,-5.5,8.7,0.6,3.0,24.9,-1.7,0.7,1.9,3.4,-1.5
CC(=O)Nc1ccc2oc(-c3ccccc3)nc2c1,·,-0.4,0.9,0.3,1.3,-19.8,0.5,3.0,-2.5,8.6,1.2
N#Cc1ccc(OCC(=O)Nc2ccccc2NS(=O)(=O)c2cccs2)cc1,-10.9,-1.3,4.9,3.1,0.2,-14.9,-6.0,3.7,-12.6,1.8,5.1
O=C(Nc1ccc(OC(F)(F)F)cc1)c1ccc2nccnc2c1,8.1,-5.4,-7.8,2.9,4.2,-5.5,-2.3,-1.3,-0.1,1.9,0.6
Oc1c(N=NC(=S)Nc2ccccc2F)c2ccccc2n1Cc1ccc(F)cc1,-3.4,6.6,-15.2,1.6,-0.4,8.0,-1.9,0.2,-11.7,0.1,10.8
CCOc1ccc(NC(=O)CSc2nccn2C)cc1,-13.5,2.1,-13.3,5.2,1.5,-10.4,-0.4,-0.2,-4.2,-3.6,-1.3
Brc1ccccc1-c1nnc(CSc2nnc3sc4ccccc4n23)o1,310.7,16.9,1.0,3.8,1.3,11.4,2.9,1.1,-17.2,4.7,-3.2
CC(=O)C1=C(O)C(=O)N(Cc2ccco2)C1c1ccccc1F (stereo not drawn),14.0,-6.2,-9.9,4.1,0.9,16.5,-0.6,2.1,-5.8,-6.7,1.9
COC(=O)C1=C(C(=O)OC)[C@@H]2N(C)c3ccc(OC)cc3[C@@]23C[C@@H](C(=O)OC)N(C(=O)c2ccc(Br)cc2)C3=N1,31.0,-14.3,-5.6,1.7,-2.9,-11.6,0.3,1.2,-10.3,4.6,0.2
COc1cccc(-c2c(-c3cc(OC)cc(OC)c3)n(C)c3ccc(Br)cc23)c1,-11.4,-3.2,-5.5,0.4,-1.2,-9.4,1.4,1.9,-4.0,2.4,-4.2
COc1ccc(-n2nc3c(c2NC(C)=O)CS(=O)(=O)C3)cc1,-5.6,2.1,-2.6,0.0,-0.5,1.6,0.7,-0.1,-4.3,-0.4,-2.6
COc1ccccc1-n1c(SCc2cc(=O)oc3cc(O)ccc23)nc2ccccc2c1=O,-9.9,1.7,3.6,0.7,-0.2,7.0,-0.5,3.4,-7.7,-2.6,4.0
COc1ccc(NCC(O)Cn2c(C)c(C)c3ccccc32)cc1 (stereo not drawn),105.1,2.6,-7.1,1.0,2.3,6.1,1.0,2.4,-4.7,-2.2,-1.2
CCCc1ccc(S(=O)(=O)NCC2CCCN2CC)cc1 (stereo not drawn),30.1,-2.1,0.2,·,·,1.8,1.1,-1.8,-7.3,-0.5,-1.9
O=c1[nH]c(=O)n(-c2ccccc2)c2c1C(C(F)(F)F)(C(F)(F)F)N=C(C1CCCCC1)N2,-14.7,-6.1,6.1,0.3,-0.8,-10.9,-0.2,2.6,-4.2,4.1,0.4
CCOC(=O)N1CCN(C(=O)CCNS(=O)(=O)c2ccccc2)CC1,-8.3,-11.6,3.6,0.4,1.1,5.3,0.1,0.2,4.6,0.1,-0.5
